Screening data (PubChem BioAssay)
ROCK2 blocker: blocks human Rho kinase 2 activity. O75116. inhibition, % at 6 µM. purified ROCK2, Kinase-Glo ATP depletion luminescence. 0.35% of 60,000 active;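 active = inhibition above the screen-wide mean inhibition plus 3 SD, cut at about 18% in these data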;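 also: plate controls were DMSO wells for no effect and Y-27632 control wells after no-enzyme background subtraction for full effect; many of its hits are not listed in these tables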
CatL block: blocks human cathepsin L protease activity; P07711; purified cathepsin L, fluorogenic substrate, fluorescence; inhibition, %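 (tested at 10 µM)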; 0.17% of 58,000 active; AID 460; in the data active = inhibition above about 45%;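 also: 0% = enzyme with no compound and 100% = no enzyme blank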
FXIIa mix inh: inhibitors of human coagulation factor XIIa, pooled mixtures. 0.2% of 62,000 active. purified FXIIa, fluorogenic substrate. P00748. inhibition, % at 5 µM;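 also: 0% = enzyme without compound and 100% = no enzyme blank; some results filed as inactive read as strong as hits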
Target sequence (P00748 20-372 limits assumed): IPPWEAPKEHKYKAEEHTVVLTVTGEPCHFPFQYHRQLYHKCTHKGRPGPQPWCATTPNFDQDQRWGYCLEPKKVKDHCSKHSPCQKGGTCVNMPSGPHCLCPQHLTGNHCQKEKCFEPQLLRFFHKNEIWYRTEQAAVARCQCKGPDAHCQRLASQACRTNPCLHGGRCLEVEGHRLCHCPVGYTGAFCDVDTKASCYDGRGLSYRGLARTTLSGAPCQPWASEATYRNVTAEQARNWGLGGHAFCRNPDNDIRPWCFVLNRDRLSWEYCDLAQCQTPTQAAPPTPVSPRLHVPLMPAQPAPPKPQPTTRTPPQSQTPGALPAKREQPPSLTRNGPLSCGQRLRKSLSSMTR
Target sequence (P00748 373-615 limits assumed): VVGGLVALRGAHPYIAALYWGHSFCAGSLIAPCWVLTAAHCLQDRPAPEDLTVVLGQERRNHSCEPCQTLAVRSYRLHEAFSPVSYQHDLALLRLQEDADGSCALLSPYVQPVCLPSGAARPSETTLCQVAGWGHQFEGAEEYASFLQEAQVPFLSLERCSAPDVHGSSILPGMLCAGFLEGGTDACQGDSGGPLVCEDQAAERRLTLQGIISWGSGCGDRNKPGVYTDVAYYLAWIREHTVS
C1s inh: blocks human complement C1s protease activity; purified C1s, fluorogenic AMC substrate, pooled mixtures; mean inhibition % of two 10-compound mixtures (hits give high values), % at 5 µM (by protocol); 0.16% of 62,000 active;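 active = inhibition above 20% in each of the two 10-compound mixture wells holding the compound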;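 also: 0% = enzyme wells lacking compound mixture and 100% = no-enzyme blank wells; some compounds called inactive have numbers as strong as hits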
Cathepsin G inh: inhibitors of human cathepsin G | inhibition, % at 5 µM (by protocol) | 0.2% of 62,000 active | AID 581 | P08311 | purified enzyme, AMC-tetrapeptide fluorescence, pooled mixtures;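 active = inhibition above 20% in each of the two mixture wells holding the compound; inactive = inhibition of 20% or less in either well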;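 also: 0% = enzyme control without mixture and 100% = blank lacking enzyme; strong numbers were not always called active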
Target sequence (P08311 21-244 limits assumed): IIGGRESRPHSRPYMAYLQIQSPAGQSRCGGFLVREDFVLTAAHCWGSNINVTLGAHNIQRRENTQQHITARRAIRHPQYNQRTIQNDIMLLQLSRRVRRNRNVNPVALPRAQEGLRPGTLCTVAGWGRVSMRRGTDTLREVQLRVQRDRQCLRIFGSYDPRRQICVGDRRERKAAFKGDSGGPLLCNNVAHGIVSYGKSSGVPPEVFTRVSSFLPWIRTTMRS
JNK3 blocker: blocks human JNK3 kinase activity. P53779. purified JNK3 kinase activity, HTS. inhibition, % at 8 µM. 0.61% of 60,000 active. AID 746; in the data active = inhibition above about 17%;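 also: 0% = DMSO and 100% = reference inhibitor; many of its hits are not listed in these tables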
PKA inh: inhibitors of human protein kinase A | PKA Kemptide phosphorylation, Kinase-Glo ATP luminescence | inhibition, % at 6 µM | 0.1% of 65,000 active | AID 524;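 active = inhibition above the screen-wide mean inhibition plus 3 SD, cut at about 21% in these data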; also: many of its hits are not listed in these tables
CatS inh: blocks human cathepsin S protease activity | inhibition, %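 (tested at 5 µM per compound within 10-compound mixtures)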 | 0.06% of 62,000 active | P25774 | recombinant cathepsin S, AMC dipeptide fluorescence, pooled mixtures; in the data active = inhibition above about 32%, passing the limit was not always enough;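 also: 0% = enzyme without compound and 100% = blank without enzyme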
Target sequence (P25774 115-331 limits assumed): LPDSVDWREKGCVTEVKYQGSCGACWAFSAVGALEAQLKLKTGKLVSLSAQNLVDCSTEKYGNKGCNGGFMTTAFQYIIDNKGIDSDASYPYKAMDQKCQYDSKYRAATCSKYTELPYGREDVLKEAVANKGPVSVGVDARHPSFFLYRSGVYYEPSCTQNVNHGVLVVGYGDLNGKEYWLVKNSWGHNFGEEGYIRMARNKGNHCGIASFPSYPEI
FXIa mix inh: inhibitors of human coagulation factor XIa, pooled mixtures; 0.19% of 62,000 active; inhibition, % at 5 µM; purified FXIa, fluorogenic substrate; P03951; AID 680;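 also: each value is inhibition by a whole ten-compound pool holding the compound; 0% = enzyme with no mixture and 100% = wells lacking enzyme; strong numbers were not always called active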
* = called active by the depositor; x = not tested or not shown. Rule as the data show it, unless noted: active = inhibition above about 20% (passing the limit was not always enough); inactive = the rest. Hits appear at their usual frequency (roughly 1.5% active in at least one column).

cpd	Structure	CatL block	ROCK2 blocker	FXIIa mix inh	CatS inh	C1s inh
1	CCOC(=O)C1CCCN(c2c(NCCN(C)Cc3ccccc3)c(=O)c2=O)C1 (centres undefined)	x	2	2	9	9
2	Cc1cc(C)c(S(=O)(=O)Nc2ccc[nH]c2=O)c(C)c1	16	7	-16	6	-25
3	Cc1cc(C)nc(NC(=NCc2ccc3c(c2)OCO3)NC(=O)Nc2ccccc2)n1	12	0	2	12	1
4	Cc1c(NCc2nc3ccccc3[nH]2)c(=O)n(-c2ccccc2)n1C	-7	x	9	-13	2
5	CCOC(=O)c1c(C)oc(NC(=O)COc2ccc(Cl)cc2C)c1C#N	5	1	-18	-11	14
6	COc1ccc(-c2cc(N)n(S(=O)(=O)c3c(F)c(F)c(F)c(F)c3F)n2)cc1OC	18	-5	5	3	-26
7	CN1C(=O)C(O)(CC(=O)c2ccc(F)cc2)c2cc(Br)ccc21 (centres undefined)	4	7	8	-17	13
8	Cc1sc2ncn(CC(=O)NCc3ccccn3)c(=O)c2c1S(=O)(=O)N1CCOCC1	4	x	3	19	-16
9	O=C(O)CCSCc1ccccc1F	8	-4	6	7	1
10	CCOC(=O)CSc1nnc([C@H](C)NC(=O)OC(C)(C)C)o1	5	-6	2	9	16
11	COc1ccc(C2CC(c3ccc(Br)cc3)Nc3nc(N)nn32)cc1 (centres undefined)	-2	9	-2	4	-17
12	CCn1c(CNC(=O)C(C)(C)C)nc2ccccc21	8	0	0	10	12

cpd	FXIa mix inh	Cathepsin G inh	PKA inh	JNK3 blocker
1	1	10	-2	-2
2	8	2	5	-7
3	8	-1	-6	-3
4	10	-2	-2	x
5	7	10	12	-1
6	7	-1	-4	-7
7	8	13	7	-5
8	13	22	-9	x
9	-3	6	5	-4
10	-2	1	1	9
11	1	-5	7	6
12	0	11	5	-4

Record cards, as listed above. Order of screens: CatL block | ROCK2 blocker | FXIIa mix inh | CatS inh | C1s inh | FXIa mix inh | Cathepsin G inh | PKA inh | JNK3 blocker
Listed for Cc1cc(C)nc(NC(=NCc2ccc3c(c2)OCO3)NC(=O)Nc2ccccc2)n1 = 12 | 0 | 2 | 12 | 1 | 8 | -1 | -6 | -3
Listed for COc1ccc(C2CC(c3ccc(Br)cc3)Nc3nc(N)nn32)cc1 (centres undefined) = -2 | 9 | -2 | 4 | -17 | 1 | -5 | 7 | 6

The list goes on.
cpd	Structure	CatL block	ROCK2 blocker	FXIIa mix inh	CatS inh	C1s inh
13	O=C(O)CC(NC(=O)c1ccccc1NC(=O)c1ccccc1)C(=O)O (centres undefined)	1	-5	6	6	-9
14	CCOC(=O)CSc1nnc(-c2ccc(S(=O)(=O)N3CCOCC3)cc2)n1-c1ccccc1	-8	6	2	-6	2
15	CCCc1nnc(NC(=O)C2CCCO2)s1 (centres undefined)	-3	1	7	-2	17
16	COc1ccccc1CCNC(=O)c1cnn2c(C(F)F)cc(C)nc12	-3	0	-14	2	-14
17	CS(=O)(=O)N1CCCC(C(=O)N2CCc3ccccc3C2)C1 (centres undefined)	16	3	3	5	6
18	O=c1c(Cc2ccccc2)c(O)nc2n1CCS2	x	1	10	11	0
19	COc1cccc(-c2cc(C(F)(F)F)nc(NCc3ccco3)n2)c1	-17	x	2	-3	7
20	Cc1ccc(Cn2c(Sc3ncccn3)nc3c2c(=O)[nH]c(=O)n3C)cc1	-2	x	3	10	42
21	CCOC(=O)c1ccc(NC(=O)CC2C(=O)N(c3cccc(OC)c3)C(=O)N2CCOC)cc1 (centres undefined)	16	8	-6	1	-9
22	CCOC(=O)c1c(-c2ccco2)csc1N	2	-1	4	14	-18
23	O=C(Nc1ccc2c(c1)OCO2)c1ccncc1	5	11	-15	8	2
24	Cc1noc(C)c1C(=O)NCCCc1ccccc1	-9	-5	10	-4	12

cpd	FXIa mix inh	Cathepsin G inh	PKA inh	JNK3 blocker
13	3	-15	-10	-5
14	2	8	6	7
15	6	10	2	0
16	8	-2	-8	7
17	8	12	2	5
18	-1	9	4	0
19	9	6	0	x
20	2	11	3	x
21	-1	11	8	-1
22	4	-9	2	-10
23	1	1	6	2
24	8	11	0	-14

A draw from above in order of number of heavy atoms, ascending:
cpd	Structure	CatL block	ROCK2 blocker	FXIIa mix inh	CatS inh	C1s inh
9	O=C(O)CCSCc1ccccc1F	8	-4	6	7	1
15	CCCc1nnc(NC(=O)C2CCCO2)s1 (centres undefined)	-3	1	7	-2	17
24	Cc1noc(C)c1C(=O)NCCCc1ccccc1	-9	-5	10	-4	12
2	Cc1cc(C)c(S(=O)(=O)Nc2ccc[nH]c2=O)c(C)c1	16	7	-16	6	-25
17	CS(=O)(=O)N1CCCC(C(=O)N2CCc3ccccc3C2)C1 (centres undefined)	16	3	3	5	6
7	CN1C(=O)C(O)(CC(=O)c2ccc(F)cc2)c2cc(Br)ccc21 (centres undefined)	4	7	8	-17	13
19	COc1cccc(-c2cc(C(F)(F)F)nc(NCc3ccco3)n2)c1	-17	x	2	-3	7
16	COc1ccccc1CCNC(=O)c1cnn2c(C(F)F)cc(C)nc12	-3	0	-14	2	-14
20	Cc1ccc(Cn2c(Sc3ncccn3)nc3c2c(=O)[nH]c(=O)n3C)cc1	-2	x	3	10	42
6	COc1ccc(-c2cc(N)n(S(=O)(=O)c3c(F)c(F)c(F)c(F)c3F)n2)cc1OC	18	-5	5	3	-26
3	Cc1cc(C)nc(NC(=NCc2ccc3c(c2)OCO3)NC(=O)Nc2ccccc2)n1	12	0	2	12	1

cpd	FXIa mix inh	Cathepsin G inh	PKA inh	JNK3 blocker
9	-3	6	5	-4
15	6	10	2	0
24	8	11	0	-14
2	8	2	5	-7
17	8	12	2	5
7	8	13	7	-5
19	9	6	0	x
16	8	-2	-8	7
20	2	11	3	x
6	7	-1	-4	-7
3	8	-1	-6	-3

Continuation.
cpd	Structure	CatL block	ROCK2 blocker	FXIIa mix inh	CatS inh	C1s inh
25	CCOc1cc(N2CCOCC2)c(OCC)cc1NC(=O)C(NC(=O)c1ccco1)C(C)C (centres undefined)	13	2	6	10	-4
26	CCCCN(C)C(=O)C(Cc1ccccc1)NS(=O)(=O)c1ccc2c(c1)CCC(=O)N2 (centres undefined)	x	-4	-19	5	0
27	COC(=O)c1ccccc1NS(=O)(=O)c1ccc2c3c(cccc13)C(=O)N2	-30	5	0	-9	-3
28	CCOC(=O)c1[nH]cnc1C(=O)Nc1ccccn1	-14	4	7	2	4
29	NC(=O)CSc1nnc2n(-c3ccccc3)c(=O)c3c4c(sc3n12)CCCCC4	-7	2	x	x	x
30	COc1ccc(CCNc2oc(-c3ccc(OC)c(OC)c3)nc2C#N)cc1	0	6	4	8	10
31	c1ccc2c(c1)CCN(c1nc3cc4c(cc3s1)OCO4)C2	-4	-2	13	-15	-43
32	COC(=O)c1cccc(S(=O)(=O)N2CCC(n3nnc4cc(F)ccc43)CC2)c1	20	-1	6	7	-11
33	Nc1ccc(S(=O)(=O)c2cccc(N)c2)cc1	4	6	8	-2	17
34	O=C(COc1ccccc1)Nc1nn[nH]n1	5	0	1	5	11
35	CCCNC(=O)c1ccccc1C(=O)NCCC	3	4	-14	0	-11
36	COc1ccc(C(=O)N2CCN(C3CCC(c4ccccc4)CC3)CC2)cc1OC (centres undefined)	-2	6	0	18	7

cpd	FXIa mix inh	Cathepsin G inh	PKA inh	JNK3 blocker
25	-7	10	3	-2
26	-3	2	8	4
27	4	6	2	-3
28	2	0	-1	10
29	x	x	5	1
30	3	10	7	4
31	5	3	-1	0
32	3	3	0	8
33	6	0	8	3
34	5	11	0	2
35	4	2	8	-2
36	10	1	4	-3

Later entries:
cpd	Structure	CatL block	ROCK2 blocker	FXIIa mix inh	CatS inh	C1s inh
37	CN(C)c1ccc(C2N3CC4(C)CN2CC(C)(C3)C4O)cc1 (centres undefined)	6	4	2	1	6
38	c1ccc2sc(Cc3nnc4n3CCCCC4)nc2c1	-19	-4	6	-6	5
39	CC(C)C(c1nnnn1Cc1ccco1)N1CCN(c2cccc(Cl)c2)CC1 (centres undefined)	0	3	5	19	-11
40	COc1ccc(Nc2nc(N)nc(CSc3n[nH]c(-c4ccccc4)n3)n2)cc1	13	3	7	10	13
41	COC(=O)c1[nH]c2cc(OC)ccc2c1NC(=O)CCN1CCCC(C)(C)C1	3	2	x	x	x
42	CCOc1ccccc1C(=O)Nc1nccs1	14	4	8	-4	-3
43	CCC(=O)Nc1nc2ccccc2n1Cc1ccc(C)cc1	x	4	3	-5	14
44	CCCCOC(=O)Nc1sc2c(c1C(=O)OC)CCC2	x	1	-2	12	-3
45	CCOC(=O)C1CCN(C(=O)c2cn(C)c(=O)c3cc(OC)c(OC)cc23)CC1	-7	x	8	0	-18
46	CCCN1C2CCCC1CC(NC(=O)NC1CCCCC1)C2 (centres undefined)	20	4	1	3	2
47	Cc1ccc(-c2cc(-c3ccccc3Cl)[nH]n2)c(O)c1	14	2	-2	13	-24
48	CC1CCN(S(=O)(=O)c2ccc(NC(=O)CSc3nnnn3C)cc2)CC1	-1	2	9	16	-2

cpd	FXIa mix inh	Cathepsin G inh	PKA inh	JNK3 blocker
37	2	0	10	-1
38	8	-1	-1	2
39	-1	-10	12	9
40	1	7	6	-3
41	x	x	-1	0
42	7	-2	5	0
43	7	8	6	1
44	10	-2	-3	-8
45	-1	-13	6	x
46	-5	-1	10	4
47	-2	5	5	8
48	4	2	7	-1

(more compounds)
cpd	Structure	CatL block	ROCK2 blocker	FXIIa mix inh	CatS inh	C1s inh
49	Cc1ncoc1C(=O)Nc1ccccc1C(N)=O	5	2	8	-2	2
50	Cn1nnnc1Sc1nc(-c2cccnc2)nc2ccccc12	4	7	-18	0	6
51	COc1ccc(OC)c(C(c2nnnn2CC2CCCO2)N2CCN(C)CC2)c1 (centres undefined)	16	3	9	12	0
52	Cc1cc(C)cc(Nc2cc(=O)n(C3CCCCC3)c(=O)[nH]2)c1	3	3	4	7	4
53	COCC(=O)NC(c1ccccc1)c1ccccc1	-1	2	7	20	14
54	CC1CCN(S(=O)(=O)c2ccc3c(c2)oc(=O)n3CC(=O)NCc2ccc3c(c2)OCO3)CC1	-2	4	3	-3	6
55	CCSc1nc(-c2cccs2)nc2c1c(=O)n(C)c(=O)n2C	-2	6	6	8	-4
56	CCOc1ccccc1N1CCN(S(=O)(=O)c2ccc3c4c(cccc24)C(=O)N3)CC1	5	6	0	14	0
57	COc1ccc(N2CCN(C(=O)CSc3nnc(Cn4nnc5ccccc54)n3C)CC2)cc1	5	7	-5	8	5
58	CSCCC(NS(=O)(=O)c1ccc(Cl)cc1)C(=O)OCC(=O)N1CCOCC1 (centres undefined)	13	0	-7	7	5
59	CN1C2C=C3C(C#N)=C(N)C(C#N)(C#N)[C@@H](c4ccsc4)[C@@H]3C1CC2 (some centres undefined)	-5	2	x	x	x
60	Cn1nnnc1SCC(=O)Nc1nc(-c2ccccc2)c(-c2ccccc2)o1	29	4	2	9	-8

cpd	FXIa mix inh	Cathepsin G inh	PKA inh	JNK3 blocker
49	8	-4	8	9
50	-1	8	9	-5
51	-1	5	7	-1
52	0	1	2	1
53	2	12	1	-7
54	3	8	9	-7
55	-1	-3	0	-4
56	-5	0	4	-6
57	3	-11	2	3
58	6	4	-2	3
59	x	x	1	-6
60	0	7	6	2

Next part:
cpd	Structure	CatL block	ROCK2 blocker	FXIIa mix inh	CatS inh	C1s inh
61	COc1ccccc1C(=O)N1CCN(C2CCN(Cc3ccccc3)CC2)CC1	3	-3	3	-6	-1
62	O=C(Cn1cnc2c(nnn2-c2ccccc2)c1=O)N1CCCc2ccccc21	10	5	10	4	-15
63	O=C1CC(N2CCC(c3nc4ccccc4s3)CC2)C(=O)N1 (centres undefined)	-10	6	7	-23	3
64	CCOC(=O)C1CCCN(C(=O)Cn2ncc3c(=O)oc4ccc(C)cc4c32)C1 (centres undefined)	6	4	8	7	-1
65	O=C(NCc1ccco1)c1cnn2c(C(F)F)cc(-c3ccccc3)nc12	-6	6	5	-6	8
66	COc1cccc(Oc2cn[nH]c2-c2ccc(O)cc2O)c1	4	1	1	9	-2

cpd	FXIa mix inh	Cathepsin G inh	PKA inh	JNK3 blocker
61	1	-1	-6	-1
62	-4	5	3	0
63	1	10	5	-2
64	-2	8	8	1
65	3	9	5	7
66	4	-12	5	-10
